Source: PubChem BioAssay
Cardiac RTF inh: cardiac RTF calcium sensitivity inhibitors, primary screen, biochemical, IANBD-TnC fluorescence, EC70 calcium; Troponin I, cardiac muscle (Homo sapiens) + Troponin T, cardiac muscle (Homo sapiens) + …; IANBD-labeled cardiac RTF, Ca2+ fluorescence; inhibition, % at 7.15 µM; 340,000 tested, 0.12% active; AID 493244, 2011;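 active = inhibition above the mean inhibition of all tested compounds plus 3 SD, cut at about 17% in these data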;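 also: assay run at fixed EC70 calcium of 1.6 mM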
CAL PDZ FP: untagged CAL PDZ binding inhibitors, primary screen, biochemical, fluorescence polarization, HTS | purified CAL PDZ, TMR-peptide fluorescence polarization, 1 h | inhibition, % at 24.9 µM | 300,000 tested, 0.92% active;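 active = mean inhibition of at least 30% with at least half of replicates also reaching 30%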;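 also: 0% = DMSO neutral control and 100% = excess unlabeled competitor peptide PRC23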
C-LANA FP: inhibitors of KSHV C-LANA binding to DNA, primary screen, biochemical, fluorescence polarization, FAM-LBS DNA, MBP-C-LANA, single point; Kaposi's sarcoma herpesvirus LANA C-terminal domain (residues 932-1162) DNA binding; inhibition, % at 9 µM; 340,000 tested, 0.078% active; AID 504423, 2011;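 active = highest replicate inhibition at or above 60% at 9 µM, even if other replicates fall short; inactive = all replicates below 60% inhibition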;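 also: 0% = neutral control wells and 100% = 4 µM acridine orange control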
HTR5A inv ctr: HTR5A inverse agonists in luminescence cell assay, primary screen, counter-screen for OPRM1-OPRD1 heterodimer inverse agonist project, full-deck HTS; inhibition, % at 9.3 µM; 340,000 tested, 0.083% active; 5-hydroxytryptamine receptor 5A (Homo sapiens), P47898; HTR5A cell line, inverse agonism; in the data active = inhibition mostly above about 23%, no sharp cut-off; inactive = mostly below about 18%;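 also: 0% = cells with DMSO and 100% = no-cell wells with DMSO; some compounds called inactive have numbers as strong as hits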
Target sequence (P47898 whole entry, looked up): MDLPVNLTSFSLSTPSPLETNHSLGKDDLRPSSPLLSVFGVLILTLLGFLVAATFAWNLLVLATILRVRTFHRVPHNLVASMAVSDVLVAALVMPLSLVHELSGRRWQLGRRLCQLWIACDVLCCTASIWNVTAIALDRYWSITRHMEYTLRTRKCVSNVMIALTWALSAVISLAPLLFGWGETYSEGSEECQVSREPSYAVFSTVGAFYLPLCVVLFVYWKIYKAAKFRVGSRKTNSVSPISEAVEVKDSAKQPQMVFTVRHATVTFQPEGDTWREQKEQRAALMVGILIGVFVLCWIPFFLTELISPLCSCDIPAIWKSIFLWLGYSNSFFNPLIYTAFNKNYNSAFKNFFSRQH
HTR5A ag: HTR5A agonists in luminescence cell assay, primary screen, counter-screen for OPRM1-OPRD1 heterodimer agonist project, full-deck HTS | 5-hydroxytryptamine receptor 5A (Homo sapiens), P47898 | cell-based | activation, % at 9.3 µM | 340,000 tested, 0.61% active; in the data active = activation mostly above about 9.5%, no sharp cut-off; inactive = mostly below about 7.6%;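 also: 0% = cells with vehicle only and 100% = reference agonist; strong numbers were not always called active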
OPRM1-OPRD1 ag: agonists of OPRM1-OPRD1 heterodimerization, primary screen, cell-based, luminescence | cells | activation, % at 9.3 µM | 340,000 tested, 0.3% active | AID 504326, 2011 | Mu-type opioid receptor (Homo sapiens) + Delta-type opioid receptor (Homo sapiens), …; in the data active = activation above about 18%;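 also: 0% = vehicle-treated cells and 100% = reference agonist; values of inactives mirror those of a sister screen read the other way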
Target sequence (P35372 whole entry, looked up): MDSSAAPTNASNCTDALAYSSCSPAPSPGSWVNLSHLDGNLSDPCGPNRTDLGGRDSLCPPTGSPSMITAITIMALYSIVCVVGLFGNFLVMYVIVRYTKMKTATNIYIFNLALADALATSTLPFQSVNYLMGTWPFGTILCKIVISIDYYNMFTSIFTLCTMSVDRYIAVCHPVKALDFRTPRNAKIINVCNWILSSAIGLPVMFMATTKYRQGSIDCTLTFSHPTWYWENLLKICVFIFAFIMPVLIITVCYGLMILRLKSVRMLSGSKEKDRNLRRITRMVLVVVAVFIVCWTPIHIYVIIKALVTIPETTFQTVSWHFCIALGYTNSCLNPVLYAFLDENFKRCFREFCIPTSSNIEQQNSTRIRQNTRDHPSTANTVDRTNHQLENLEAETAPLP
Target sequence (P41143 whole entry, looked up): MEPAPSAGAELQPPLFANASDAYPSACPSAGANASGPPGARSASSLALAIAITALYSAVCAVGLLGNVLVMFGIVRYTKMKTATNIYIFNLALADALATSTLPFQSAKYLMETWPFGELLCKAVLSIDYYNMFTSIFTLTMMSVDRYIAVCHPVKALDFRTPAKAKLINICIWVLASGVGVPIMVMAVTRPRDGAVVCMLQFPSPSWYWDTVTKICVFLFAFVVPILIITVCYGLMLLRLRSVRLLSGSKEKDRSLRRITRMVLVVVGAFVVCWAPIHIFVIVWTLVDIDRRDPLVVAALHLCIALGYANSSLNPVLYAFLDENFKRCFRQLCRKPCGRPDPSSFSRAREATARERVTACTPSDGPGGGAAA
Keap1-Nrf2 PPI: Keap1-Nrf2 protein-protein interaction inhibitors, primary screen, biochemical, fluorescence polarization, single point; Kelch-like ECH-associated protein 1 (Homo sapiens), Q14145; Keap1 Kelch-Nrf2 peptide fluorescence polarization, 1536-well; inhibition, % at 9.4 µM; 340,000 tested, 0.15% active; in the data active = inhibition above about 12%;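 also: human Keap1 Kelch domain with fluorescein labeled Nrf2 9mer peptide probe; 0% = neutral control wells and 100% = peptide positive control; higher means more block of Keap1 binding to Nrf2 peptide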
V-ATPase pHluor: regulators of yeast V-ATPase proton pumping, primary screen, pHLuorin cytosolic pH fluorescence; 350,000 tested, 0.37% active; S. cerevisiae; response, % at 10 µM; in the data active = response mostly above about 7.3%, no sharp cut-off; inactive = mostly below about 5.4%; also: actives read high; inactives centre near 0; some compounds called inactive have numbers as strong as hits; reference of the scale not given here
MOR-DOR inv ag: inverse agonists of MOR-DOR heterodimerization, primary screen, cell-based, luminescence | cell-based MOR-DOR heterodimer luminescence, inverse agonism | Mu-type opioid receptor (Homo sapiens) + Delta-type opioid receptor (Homo sapiens), … | 340,000 tested, 0.21% active | inhibition, % at 9.3 µM; in the data active = inhibition above about 22%, passing the limit was not always enough;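 also: 0% = cells with DMSO and 100% = wells without cells with DMSO; values of inactives mirror those of a sister screen read the other way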
RTF Ca sens act: cardiac RTF calcium sensitivity activators, primary screen, biochemical, IANBD-TnC fluorescence, EC20 calcium. Troponin I, cardiac muscle (Homo sapiens) + Troponin T, cardiac muscle (Homo sapiens) + …. activation, % at 7.2 µM. 340,000 tested, 0.24% active. IANBD-labeled TnC RTF fluorescence at EC20 calcium; 0% EC20 calcium, 100% full calcium. AID 493008, 2010;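 active = activation above the mean over all tested compounds plus 3 SD, cut at about 30% in these data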;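 also: rise in fluorescence read as greater calcium sensitivity of cardiac thin filaments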
Active calls of the source: *; nt = not tested or not shown.

SMILES | Cardiac RTF inh | CAL PDZ FP | C-LANA FP | HTR5A inv ctr | HTR5A ag | OPRM1-OPRD1 ag | Keap1-Nrf2 PPI | V-ATPase pHluor | MOR-DOR inv ag | RTF Ca sens act
N#Cc1c(NC(=O)C2CCCO2)sc2c1CCCCCC2 (stereo not drawn) | 3 | 2 | 1.2 | 3 | 0 | -2.2 | -1 | -4 | 12 | -3
C=CCN1C=C(C(=O)c2ccccc2)C(=O)CC1 | 3 | 7 | 1.4 | 6 | -2 | -4.2 | 0 | 0 | 19 | -12
COc1cnc(-c2ccccn2)nc1N(C)c1ccccc1 | -9 | -4 | -3.4 | 12 | -3 | -1.3 | 2 | 3 | 7 | 6
CCOc1ccc(NC(=O)N(CCN(C)C)C(C)c2ccncc2)cc1 (stereo not drawn) | -8 | nt | -0.8 | 5 | -2 | -2.3 | -3 | 1 | 13 | 1
Cc1ccccc1-c1nc(CN2CCC(C(=O)O)CC2)c(C)o1 | -6 | nt | 0.9 | 15 | -5 | -1.4 | -2 | -2 | 7 | -2
CCS(=O)(=O)N1Cc2ccccc2CC1C(=O)N1CCN(c2cccc(C)c2C)CC1 (stereo not drawn) | -3 | nt | 0.2 | 18 | -4 | -0.8 | -1 | -4 | 4 | -4
C/C(=N\NS(=O)(=O)c1c(C)cc(C)cc1C)c1ccncc1 | 3 | -1 | 0.4 | -11 | 5 | -1.5 | -5 | 3 | 8 | -2
Cc1noc(C)c1C(=O)NC1=NCCS1 | -6 | -7 | 0.3 | 5 | -2 | -2.5 | -1 | 2 | 13 | -1
CCC(C)Sc1nnc(Cc2cc(=O)[nH]c(=O)[nH]2)n1-c1ccc(OC)cc1 (stereo not drawn) | -6 | -3 | 0.8 | -11 | 4 | -1.7 | -1 | -1 | 8 | 4
CC(C)CC1=NN(C(=O)c2cccnc2)C(O)(C(F)(F)F)C1 (stereo not drawn) | 6 | -4 | -2.2 | -5 | -1 | -2.7 | -2 | 0 | 14 | 4
CCOc1ccc(-c2nn3c(-c4ccc(F)cc4)nnc3s2)cc1 | 5 | -1 | -0.6 | -2 | 0 | -2.2 | -2 | 0 | 13 | -8
Cc1cccc(-n2[nH]c(C)c(C=Nc3ccc4[nH]c(=O)[nH]c4c3)c2=O)c1 | 2 | 1 | 3.2 | -12 | 3 | -2.2 | 3 | 1 | 11 | -1
COc1ccc(N2CC(C(=O)Nc3nnc(SCC(=O)N4CCOCC4)s3)CC2=O)cc1 (stereo not drawn) | -2 | -3 | 1.0 | -12 | 2 | -2.1 | 5 | -2 | 11 | -5
CCOc1ccccc1NC(=O)NCc1ccccn1 | -5 | -1 | 0.2 | 14 | 1 | -3.0 | -1 | 3 | 16 | 0
O=C(Cn1cnnn1)NCCc1ccc(Cl)cc1Cl | 8 | -7 | 0.6 | -17 | 6 | 1.1 | -3 | 1 | -9 | 0
O=C(O)c1ccc(N/N=C/c2c[nH]c3ccccc23)cc1 | -18 | -8 | -2.6 | -18 | 5 | 3.4 | -8 | 0 | -15 | 0
Cc1nn(-c2ccccc2)nc1-c1nnc(-c2ccc(C(F)(F)F)cc2)o1 | -7 | nt | 0.0 | -20 | 1 | 1.4 | 5 | 1 | -7 | -5
Cc1cc(C)c(C#N)c(SCc2ccc(F)cc2)n1 | -14 | -5 | 0.0 | 6 | -2 | 1.9 | -2 | -3 | -13 | -7
CC(=O)NC(=S)Nc1ccc(S(=O)(=O)N2CCOCC2)cc1 | 6 | 0 | 1.1 | 9 | -4 | -1.9 | -6 | -2 | 11 | 1
c1ccc(CNc2nc3ccccc3[nH]2)cc1 | -9 | -4 | 0.2 | 23 | 1 | 0.2 | 5 | -1 | -1 | -1
COc1cc(C=NNC(=O)Cn2nc(C)cc2C)ccc1OC(=O)C1CC1 | -8 | -5 | -0.3 | 19 | -7 | 1.1 | -3 | -1 | -4 | 0
N/C(=N\OC(=O)Cc1ccc([N+](=O)[O-])cc1)c1ccc([N+](=O)[O-])cc1 | 1 | nt | -0.3 | 2 | -1 | 4.4 | -5 | -2 | -20 | -8
Cn1c(=O)[nH]c(=O)c2c1nc(N1CCN(CCO)CC1)n2CCSc1nc2ccccc2s1 | -4 | 3 | 2.3 | -24 | 3 | 1.0 | -4 | 0 | -6 | 6
CCOC(=O)C1CSC(CC(=O)Nc2ccc(Cl)c(Cl)c2)C(=O)N1 (stereo not drawn) | -7 | 0 | 0.7 | 14 | 5 | 1.1 | 1 | 2 | -6 | 2
O=c1oc2c3c4c(cc2c2c1CCC2)OCCN4CCC3 | -21 | 0 | -0.1 | 0 | -1 | 2.7 | 0 | -1 | -15 | 5

A portion from the list above, as a working copy:
SMILES | Cardiac RTF inh | CAL PDZ FP | C-LANA FP | HTR5A inv ctr | HTR5A ag | OPRM1-OPRD1 ag | Keap1-Nrf2 PPI | V-ATPase pHluor | MOR-DOR inv ag | RTF Ca sens act
N#Cc1c(NC(=O)C2CCCO2)sc2c1CCCCCC2 (stereo not drawn) | 3 | 2 | 1.2 | 3 | 0 | -2.2 | -1 | -4 | 12 | -3
C=CCN1C=C(C(=O)c2ccccc2)C(=O)CC1 | 3 | 7 | 1.4 | 6 | -2 | -4.2 | 0 | 0 | 19 | -12

(more compounds)
SMILES | Cardiac RTF inh | CAL PDZ FP | C-LANA FP | HTR5A inv ctr | HTR5A ag | OPRM1-OPRD1 ag | Keap1-Nrf2 PPI | V-ATPase pHluor | MOR-DOR inv ag | RTF Ca sens act
O=C(COC(=O)c1ccccn1)Nc1cccc2ccccc12 | 8 | nt | -0.1 | -5 | 2 | -1.8 | -1 | -4 | 9 | 14
Cc1ccc(NC(=O)Nc2ccc(F)c(Cl)c2)cc1 | 0 | -3 | -0.9 | -13 | 7 | 5.8 | 1 | -2 | -31 | 1
Cc1nn(C)c(C(=O)NC2C3CC4CC(C3)CC2C4)c1Cl (stereo not drawn) | 0 | 1 | -2.0 | 9 | -3 | -1.0 | -1 | -2 | 6 | -5
CC(Sc1nnc(Cc2cccs2)n1C1CCCCC1)C(=O)N1CCc2ccccc21 (stereo not drawn) | 8 | -6 | 1.0 | -8 | 5 | 4.7 | -1 | 3 | -26 | 2
O=C(Nc1cccnc1)c1ccc([N+](=O)[O-])o1 | -15 | -3 | 1.5 | 4 | -1 | 7.0 | 1 | 1 | -33 | 3
Cc1ccccc1C1NC(=O)Cc2ccccc21 (stereo not drawn) | 10 | 0 | 0.1 | -28 | -2 | 0.8 | -4 | 2 | -4 | -2
O=C1NC(=O)C(=Cc2ccc(Cl)c(Cl)c2)S1 | -7 | -5 | 0.9 | 3 | -1 | -3.5 | 2 | -1 | 17 | -3
CCC(C)(C)C1CCc2[nH]nc(C(=O)NC3CCCCC3)c2C1 (stereo not drawn) | 7 | 0 | -0.3 | -32 | 11 | 1.0 | 4 | -1 | -6 | -5
O=C(CN1C(=O)COc2ccccc21)N(Cc1cccnc1)Cc1ccccc1F | -4 | nt | 0.3 | -17 | 1 | -0.8 | -1 | 1 | 5 | -2
Cc1ccc(N/C=C/C(=O)c2ccco2)c(O)c1 | 1 | 1 | 0.6 | -11 | -1 | 0.4 | -6 | 5 | -2 | 0
CCN(CC)CC(=O)Nc1c2c(nc3ccccc13)N(C)CC2 | -2 | 0 | 0.6 | -3 | 10 | -1.9 | -1 | 2 | 11 | 3
Cc1ccc(NC(=O)C(=O)NCCN2CCN(Cc3ccc([N+](=O)[O-])cc3)CC2)cc1 | 2 | nt | 0.1 | -1 | 0 | 0.7 | -4 | 4 | -3 | 6
Cc1nc(-c2cccc(NC(=O)Cc3ccccc3)c2)cs1 | -4 | 1 | -0.4 | 16 | 2 | -3.2 | -5 | -2 | 16 | 2
COc1cccc(CNC(=O)c2ccccc2-c2ccccc2)c1 | 9 | -3 | 0.1 | 14 | 1 | 0.2 | 2 | 3 | -1 | -2
Cn1c(=O)c(=O)n(C)c2cc(S(=O)(=O)CCC(=O)Nc3cccc(C(F)(F)F)c3)ccc21 | -7 | 0 | 1.0 | -4 | -1 | -1.5 | -3 | -4 | 8 | -2
COCCNS(=O)(=O)c1ccc(OCC(=O)N2CCc3ccccc3C2)c(Cl)c1 | -14 | 1 | 0.1 | -25 | 7 | -1.2 | 0 | -2 | 6 | 0
CCOC(=O)N1CCN(C(=O)c2ccc3c(=O)n(-c4ccc(OC)cc4)c(=S)[nH]c3c2)CC1 | -5 | nt | -0.9 | -1 | 0 | 3.3 | 1 | 1 | -18 | -13
Cc1ccc(C(=O)N2CCC(Cc3ccccc3)CC2)cc1S(=O)(=O)N1CCOCC1 | -3 | -4 | 0.5 | 12 | 6 | 2.0 | -7 | 6 | -13 | 5
Cc1ccc(NC(=O)CN2C(=O)NC3(CCc4ccccc43)C2=O)cc1S(=O)(=O)N1CCCCC1 (stereo not drawn) | -3 | -10 | -1.6 | 13 | -5 | -2.1 | 1 | 0 | 11 | -5
CC(C)(C)N(NS(=O)(=O)c1ccc(F)cc1)c1ccccc1 | -2 | -2 | -0.2 | -15 | 4 | -0.1 | -6 | 1 | 0 | -4
CCOC(=O)N1CCN(C(=S)Nc2cc(S(=O)(=O)N3CCOCC3)ccc2Cl)CC1 | 4 | nt | 2.4 | 0 | 0 | 2.2 | 4 | 6 | -11 | 6
C#CCN1C(=O)C2C(C(=O)NC)C3C=CC2(O3)C1C(=O)NCc1ccc(OC)cc1 (stereo not drawn) | 3 | -3 | -2.9 | -33 | 4 | -1.9 | -5 | -3 | 11 | 3
CCc1nc(N2CCC(C)CC2)c2oc3ccccc3c2n1 | -2 | -8 | 1.1 | -30 | 1 | 4.3 | 0 | -2 | -22 | 0
Cc1ccc(-n2ncc3c(=O)n(CC(=O)Nc4cccc(Cl)c4)cnc32)cc1C | -12 | -5 | 0.2 | -10 | 4 | 2.1 | 3 | 1 | -11 | -1
N/C(Cc1ccc([N+](=O)[O-])cc1)=N\OC(=O)Cc1ccccc1 | -10 | -2 | -1.1 | 15 | -6 | 0.3 | -3 | -1 | -2 | 0
O=C(NCCN1C(=O)C2C3C=CC(C3)C2C1=O)NCc1ccccc1 (stereo not drawn) | -5 | nt | 0.3 | 5 | -2 | -1.8 | -8 | -1 | 9 | 3
Cc1ccc(CNC(=O)CN2CCN(Cc3ccc(Cl)cc3)C2=O)cc1 | -7 | 1 | -0.2 | -1 | 0 | -0.3 | 0 | 2 | 2 | -3
CSc1cccc(NC(=O)CNC(=O)C2CCCCC2)c1 | -6 | 0 | -1.5 | -17 | 2 | -1.9 | 1 | 1 | 10 | -4
CC1=C(C(=O)Nc2ccccc2)C(c2ccc(C)o2)n2c(s/c(=C/c3ccccc3)c2=O)=N1 (stereo not drawn) | -6 | -1 | 1.1 | -28 | 3 | 2.5 | -4 | -2 | -14 | 4

Random draw from the library; 2.8% or so of the library scored in one or more.
